ALDH1A1 inh: qHTS Assay for Inhibitors of Aldehyde Dehydrogenase 1 (ALDH1A1); Aldehyde dehydrogenase 1A1 (Homo sapiens), P00352; Purified ALDH1A1, NADH fluorescence, propionaldehyde substrate; Potency, µM (top dose mostly 75.3 µM), inactives show at the top dose activity, negative = inhibition, hits mostly inhibitors; hit rate 7.3% among 220,000; AID 1030, 2008; active = well fitted inhibition curve with a large enough effect, not every such curve was filed as active; inconclusive = small, poorly fitted or top-dose-only effect, or another doubt; inactive = no such curve, though single readings can be large or run the other way;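 also: plate controls were no enzyme wells and a reference inhibitor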
Target sequence (P00352 whole entry, looked up): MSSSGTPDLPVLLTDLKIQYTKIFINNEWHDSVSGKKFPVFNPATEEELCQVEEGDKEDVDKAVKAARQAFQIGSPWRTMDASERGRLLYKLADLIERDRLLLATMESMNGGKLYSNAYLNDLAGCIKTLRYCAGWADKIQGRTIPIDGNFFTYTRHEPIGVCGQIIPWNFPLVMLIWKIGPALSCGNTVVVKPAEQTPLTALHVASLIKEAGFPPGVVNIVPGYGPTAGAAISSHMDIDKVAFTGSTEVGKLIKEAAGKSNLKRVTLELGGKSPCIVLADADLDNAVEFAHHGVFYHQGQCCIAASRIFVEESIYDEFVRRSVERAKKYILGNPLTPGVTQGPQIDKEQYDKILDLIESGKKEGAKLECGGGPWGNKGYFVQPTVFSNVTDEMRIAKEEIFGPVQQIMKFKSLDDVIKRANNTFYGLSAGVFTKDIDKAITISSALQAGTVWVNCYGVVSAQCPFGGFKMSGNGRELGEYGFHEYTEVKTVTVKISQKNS
HttQ103 aggreg: qHTS Multiplex Assay to Identify Dual Action Probes in a Cell Model of Huntington: Aggregate Formation (GFP). PC12 HttQ103-GFP aggregates, Acumen cytometry, 40 h. Potency, µM (titrated, usually from 46.1 µM), for the others: at the top dose activity change, negative = inhibition, most hits filed as inhibitors. hit rate 1.1% among 220,000. AID 1688, 2009; also: % is scaled to controls: 0 for no effect and ±100 for the full control effect; nearly all actives have a fitted effect of over 60% in size
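Ecdysone-promoter PC12 model expressing HTT exon 1 Q103 fused to GFP, induced by tebufenozide at 100 nM final. Compounds titrated; aggregates sized 1–25 µm scored on a 488 nm laser cytometer.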
JMJD2E inh: qHTS Assay for Inhibitors of Human Jumonji Domain Containing 2E (JMJD2E); Potency, µM (titrated, usually from 57.1 µM), inactives show top-dose activity change, negative = inhibition, actives largely listed as inhibitors; hit rate 1.6% among 230,000; Lysine-specific demethylase 4E (Homo sapiens), B2RXH2; AID 2147, 2009; JMJD2E catalytic domain, FDH-coupled NADH fluorescence (FDH is formaldehyde dehydrogenase); active = well fitted inhibition curve with a large enough effect, not every such curve was filed as active; inconclusive = small, poorly fitted or top-dose-only effect, or another doubt; inactive = no such curve, though single readings can be large or run the other way;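 also: 0% = wells with enzyme and -100% = buffer wells without enzyme; nearly all actives have a fitted effect of over 50% in size; many of its hits are not listed in these tables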
Target sequence (B2RXH2 1-337 limits assumed): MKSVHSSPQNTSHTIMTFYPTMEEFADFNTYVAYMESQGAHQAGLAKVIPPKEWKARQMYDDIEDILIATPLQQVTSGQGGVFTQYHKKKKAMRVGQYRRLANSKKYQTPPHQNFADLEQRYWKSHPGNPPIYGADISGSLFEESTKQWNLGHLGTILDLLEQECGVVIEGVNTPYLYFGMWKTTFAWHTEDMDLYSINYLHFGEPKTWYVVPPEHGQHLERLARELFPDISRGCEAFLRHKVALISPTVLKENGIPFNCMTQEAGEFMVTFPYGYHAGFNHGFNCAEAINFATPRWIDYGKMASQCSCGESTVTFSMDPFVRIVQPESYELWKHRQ
HTT cytoprotect: qHTS Multiplex Assay to Identify Dual Action Probes in a Cell Model of Huntington: Cytoprotection (ATP); PC12 HTT-Q103 induced, cytoprotection, ATP luminescence, 40 h; Potency, µM (highest dose often 56.4 µM), inactives show cytoprotection (ATP increase), hits mostly activators; AID 1471, 2008; hit rate 0.14% among 230,000;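 also: % of control where 0% means no effect; nearly all actives have a fitted effect of over 45% in size; toxic huntingtin expression switched on by the ecdysone agonist tebufenozide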
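Rat PC12, Q103 Htt exon1-GFP fusion, ecdysone promoter; tebufenozide inducer 100 nM final; compound titration; qHTS, 1500 cells/well; ATPlite luminescent read.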
Tau fluor cs: Counterscreen qHTS for Inhibitors of Tau Fibril Formation, Fluorescence Polarization; Potency, µM (highest dose often 57.7 µM), inactives show top-dose activity change, negative = decrease; tau K18 P301L Alexa594 fluorescence, heparin fibrillization; hit rate 0.93% among 280,000; also: % is scaled to controls: 0 for no effect and ±100 for the full control effect; nearly all actives have a fitted effect of over 55% in size
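Human K18 P301L tau (15 uM unlabeled plus 0.24 uM Alexa 594-labeled, final) in 100 mM sodium acetate pH 7 was mixed with compound and 20 uM heparin and incubated 6 hr at 37 C.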
Tau fibril FP: qHTS for Inhibitors of Tau Fibril Formation, Fluorescence Polarization; Potency, µM (titrated, usually from 57.7 µM), without a hit: top-dose activity, negative = inhibition, usual class: inhibitors; K18 P301L tau heparin fibrillization, Alexa594 FP, 6 h; hit rate 0.39% among 280,000; Microtubule-associated protein tau (Homo sapiens), P10636; also: % is scaled to controls: 0 for no effect and ±100 for the full control effect; nearly all actives have a fitted effect of over 55% in size
Target sequence (P10636 561-689 P618L limits assumed): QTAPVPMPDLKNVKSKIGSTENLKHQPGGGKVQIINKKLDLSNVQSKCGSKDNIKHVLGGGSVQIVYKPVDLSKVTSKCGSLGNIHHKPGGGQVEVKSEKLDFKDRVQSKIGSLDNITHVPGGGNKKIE
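Quantitative HTS format: compounds meet 15 uM recombinant K18 P301L tau and Alexa 594-tau tracer in 100 mM sodium acetate pH 7; 20 uM heparin triggers fibrillization at 37 C over 6 hr; FP gives the signal.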
Tau ThT inhib: qHTS for Inhibitors of Tau Fibril Formation, Thioflavin T Binding; Microtubule-associated protein tau (Homo sapiens), P10636; recombinant tau K18 P301L, heparin-induced fibrillization, ThT fluorescence; Potency, µM (highest dose often 57.4 µM), for the others: at the highest dose activity, negative = inhibition, usual class: inhibitors; hit rate 2.1% among 270,000; AID 1460, 2008; also: % is scaled to controls: 0 for no effect and ±100 for the full control effect; nearly all actives have a fitted effect of over 55% in size
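ThT emission at 510 nm, taken 1 hr after adding 30 uM dye, quantifies aggregates formed when 20 uM heparin acts on human tau K18 P301L for 6 hr at 37 C.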
SMN2 splice up: qHTS Assay for Enhancers of SMN2 Splice Variant Expression; Potency, µM (highest dose often 46.1 µM), for inactives: at the top dose activity change, positive = activation, usual class: activators; HEK293 SMN2-luciferase splicing reporter, luminescence, 30-36 h; hit rate 2.8% among 210,000; AID 1458, 2008; also: % of control where 0% means no effect; nearly all actives have a fitted effect of over 55% in size
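qHTS luciferase splicing reporter: luminescence rises when SMN2 exon 7 is included in transfected HEK293 cells. Compound exposure lasted 30-36 h at 37C, with 4.5 mM final sodium butyrate as control, followed by a ONE-Glo read.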
* = called active by the depositor; ? = inconclusive; . = no result given; [ ] = remark or other dose. Unless noted, calls follow the shape of the dose curve; as a rule, active = well fitted curve in the direction sought with a large enough effect; inconclusive = small, poorly fitted or top-dose-only effect, or another doubt; inactive = no such curve, though single readings can be large; an effect the other way counts as inactive or inconclusive. Potency is read from the fitted curve at half-maximal effect. An excerpt; the hit share may differ from the screen's.

No.	compound	ALDH1A1 inh	HttQ103 aggreg	JMJD2E inh	HTT cytoprotect
1	CCOC(=O)C1CCN(C(=O)Nc2ccc(OC(F)(F)F)cc2)CC1	.	12%[9.22 µM]	1%	7%[10 µM]
2	Cc1ccc(NC(=O)CSc2nc3c(c(=O)[nH]2)CN(Cc2ccc(F)cc2)CC3)cc1C	2%	-18%	0%	21%[10 µM]
3	Clc1cccc(-c2cc3nc4c(c(N5CCNCC5)n3n2)CCCC4)c1	?	-18%	-6%	5%[10 µM]
4	O=C(/C=C\Nc1cccc(F)c1)c1ccc2c(c1)OCO2	-2%	-1%	-4%	-72%[inhibitor]
5	O=C(/C=C/c1ccco1)NC(=S)Nc1cccc(-c2nc3ccccc3o2)c1	?	?	-10%	-77%[inhibitor]
6	Cc1c(NC(=O)c2cn3ccccc3n2)cccc1-n1cnnn1	1%	3%[9.22 µM]	8%	1%[10 µM]
7	O=C(COC(=O)Cc1ccc(Cl)cc1Cl)Nc1ccc(OC(F)F)cc1	3%	13%	?	18%[10 µM]
8	CC(C)c1ccc(NC(=O)c2cccnc2)cc1	-9%	5%	7%	-38%[inhibitor][10 µM]
9	Cc1ccc(-c2c3c(=O)n(C)c(=O)n(C)c3cn2Cc2ccccc2)cc1	?	25%	?	-4%
10	Cc1cc(Nc2cc(C(=O)O)ccc2C)n2ncnc2n1	10%	8%	-4%	-5%

No.	Tau fluor cs	Tau fibril FP	Tau ThT inhib	SMN2 splice up
1	7%	3%	4%	.
2	-7%	-2%	-6%	-5%
3	5%	2%	7%	-125%[inhibitor]
4	-10%	-4%	?	.
5	-23%	7%	?	1%
6	-7%	4%	0%	.
7	-21%	-8%	-14%	27%
8	-3%	7%	-8%	?
9	-16%	-8%	?	20%
10	-2%	3%	-9%	-7%

Going on with the list.
No.	compound	ALDH1A1 inh	HttQ103 aggreg	JMJD2E inh	HTT cytoprotect
11	Cc1cc(C)cc(NC(=O)C2CCCN(C(=O)c3cnn(-c4ccccc4)c3-n3cccc3)C2)c1 (stereo not given)	.	.	.	.
12	Nc1c(C(=O)NC2CCCC2)c2nc3ccccc3nc2n1/N=C/c1ccco1	?	-21%	?	12%
13	Cc1nc2nc(NC(=O)CC(C)C)[nH]n2c(=O)c1Cc1ccccc1	.	.	.	.
14	COC(=O)N1C(C)=Cc2ccccc2C1CC(C)=O (stereo not given)	0%	.	8%	-18%
15	CCCOc1ccc(C(=O)Nc2ccc(Cl)cn2)cc1	25%	-1%	-2%	-5%[10 µM]
16	CC(C)CN1CCNC(=O)C1CC(=O)NCCc1ccc(C(F)(F)F)cc1 (stereo not given)	?	5%	-30%	-28%
17	c1ccc(Cn2nnnc2C(c2cccnc2)N2CCN(C3CCCCC3)CC2)cc1 (stereo not given)	?	-9%	2%	12%
18	CCCCn1c(CNC(=O)Cc2ccccc2)nc2ccccc21	-6%	-3%	-2%	9%[10 µM]
19	CC(C)(C)n1nc2c(c1NC(=O)c1ccc(S(=O)(=O)N3CCCC3)cc1)CSC2	?	9%	-2%	-21%
20	CCOC(=O)C1=C(O)C(=O)N(C2CCCCC2)C1	.	4%[9.22 µM]	-8%	18%[10 µM]

No.	Tau fluor cs	Tau fibril FP	Tau ThT inhib	SMN2 splice up
11	-18%	-3%	?	-53%[inhibitor]
12	-25%	-8%	-12%	-18%
13	3%	-3%	-4%	16%
14	-4%	-5%	-7%	8%
15	-19%	-14%	-13%	?
16	-14%	-10%	-13%	.
17	-2%	-9%	0%	19%
18	1%	2%	-12%	1%
19	0%	-1%	-6%	-8%
20	-4%	-1%	-3%	.

Continued:
No.	compound	ALDH1A1 inh	HttQ103 aggreg	JMJD2E inh	HTT cytoprotect
21	COc1ccc(S(=O)(=O)N2CCCC2C(=O)Nc2nnc(-c3cccnc3)s2)cc1 (stereo not given)	?	-3%	?	-11%
22	COC(=O)Nc1nnc(CC(=O)Nc2ccccc2C)s1	6%	-7%	3%	3%
23	Cc1cc(=O)[nH]c(/N=C(\N)Nc2ccc3c(c2)OCCO3)n1	5%	-6%	-5%	-36%[inhibitor]
24	COc1ccc(N(CC(=O)NN=C2CCCCCCC2)S(=O)(=O)c2ccccc2)cc1Cl	?	4%	15%	11%
25	O=C(CCC1CCCN(C(=O)c2ccc3cc[nH]c3c2)C1)NCc1ccc(F)c(F)c1 (stereo not given)	-10%	13%[9.22 µM]	-21%	-2%[10 µM]
26	O=[N+]([O-])c1c(NCc2ccco2)ccc2nonc12	.	-4%[9.22 µM]	-6%	0%[10 µM]
27	COc1ccc(Cl)cc1NC(=O)c1ccc2c(c1)CCCN2S(C)(=O)=O	.	.	.	.
28	CCCOC(=O)c1ccc(NC(=O)COC)cc1	-12%	-6%	-3%	-16%
29	COC(=O)c1c(N2C(=O)CC(Sc3ccccc3C(=O)O)C2=O)sc(C)c1C (stereo not given)	-1%	-36%[9.22 µM]	5%	-32%[10 µM]
30	Cc1ccc(C(=O)COC(=O)c2ccc(O)cc2)cc1	?	28%	7%	-26%

No.	Tau fluor cs	Tau fibril FP	Tau ThT inhib	SMN2 splice up
21	-7%	-8%	-17%	5%
22	-2%	-9%	-7%	1%
23	4%	1%	?	0%
24	-10%	1%	-8%	-1%
25	-18%	4%	-13%	.
26	0%	13%	-13%	.
27	?	-16%	-5%	-7%
28	-4%	3%	-2%	0%
29	-13%	-4%	-4%	.
30	-13%	-2%	?	.

Additional results follow.
No.	compound	ALDH1A1 inh	HttQ103 aggreg	JMJD2E inh	HTT cytoprotect
31	COc1ccc(CCN2C(=O)CC(Nc3ccc(N4CCOCC4)cc3)C2=O)cc1OC (stereo not given)	?	17%	?	2%
32	C#CCOCCOCCOCCNc1nc(N2CCN(C(=O)[C@H](Cc3ccc(O)cc3)n3cc([C@@H](N)C(C)CC)nn3)CC2)nc(N2CCN(C(=O)[C@H](Cc3cc4ccccc4[nH]3)n3cc([C@@H](N)Cc4ccc(O)cc4)nn3)CC2)n1 (stereo not given in full)	.	-2%[9.22 µM]	?	-11%[10 µM]
33	CC(C)c1ccc(NC(=O)NN2CCOCC2)cc1	10%	0%	4%	-62%[inhibitor]
34	COc1cccc(/C=C/C(=O)NCCc2ccc(OC)c(OC)c2)c1	-14%	?	-7%	-8%[10 µM]
35	CCn1c(O)c(C=Nc2ccccc2)oc1=S	20µM*	6%	-2%	-22%[10 µM]
36	COCCN(Cc1cc2cc(C)ccc2n2nnnc12)C(=S)Nc1cccc(C)c1	-1%	-5%	-4%	-30%[inhibitor]
37	Nc1c(Cl)cc(Cl)cc1C(=O)OCC(=O)NC1CC1	?	6%[9.22 µM]	?	-4%
38	CN(Cc1ccccc1)C(=O)c1nc2ccccn2c1CNCCOc1cccnc1	25µM*	-3%[9.22 µM]	-12%	-4%[10 µM]
39	CCOc1ccc(NC(=O)CSc2nnc(C)n2CC2CCCO2)cc1 (stereo not given)	10%	-11%	12%	1%
40	O=C(CCCCCn1c(=S)[nH]c2ccc(N3CCOCC3)cc2c1=O)NC1CCN(Cc2ccccc2)CC1	?	4%	?	-14%

No.	Tau fluor cs	Tau fibril FP	Tau ThT inhib	SMN2 splice up
31	-13%	5%	13µM*	-15%
32	-7%	-9%	?	.
33	-6%	-2%	-2%	13µM*
34	-3%	1%	-2%	-10%
35	-7%	-6%	-18%	-5%
36	-19%	0%	-4%	-16%
37	-20%	0%	-22%	24%
38	-3%	-1%	-3%	.
39	-2%	2%	-4%	37%
40	?	-8%	?	-57%[inhibitor]

(continued)
No.	compound	ALDH1A1 inh	HttQ103 aggreg	JMJD2E inh	HTT cytoprotect
41	CN(C)c1ccc(/C=C2\SC(=O)N(CC(O)Cn3c4ccccc4c4ccccc43)C2=O)cc1 (stereo not given)	0%	28%	5%	-5%[10 µM]
42	CC(C)(C)OC(=O)NCCCCC1=CC2=CC(=O)C(C)(O)C(=O)C2=CO1 (stereo not given)	4%	.	5%	.
43	CCOC(=O)c1c(-c2ccccc2)nc2cc(C)ccn12	8%	-7%	-11%	-35%[inhibitor]
44	COC(=O)C1=C(O)/C(=C\c2cc(C)n(-c3ccc(F)cc3)c2C)N=C1C	-1%	-28%	?	12%
45	COc1ccccc1-c1c(C)nn2c(C)cc(C)nc12	6%	0%	-1%	-3%[10 µM]
46	CCOCCCn1c(=NC(=O)c2cccnc2)c(C(=O)OCC)cc2c(=O)n3ccccc3nc21	?	23%	?	14%[0.074 µM]
47	O=C(/C=C/c1cccc(Cl)c1)Nc1ncccn1	-6%	-18%	6%	27%[10 µM]

No.	Tau fluor cs	Tau fibril FP	Tau ThT inhib	SMN2 splice up
41	-29%	?	-11%	-10%
42	-4%	-7%	-2%	-9%
43	0%	0%	-3%	25%
44	-23%	0%	?	-20%
45	-5%	-11%	-5%	4%
46	3%	1%	-1%	-2%
47	-3%	3%	-10%	?

Screening data from PubChem BioAssay.
